PLAP inhibition = inhibition of human placental alkaline phosphatase – biochemical, luminescence, HTS (AID 690); purified PLAP, luminescent substrate; higher % means a stronger effect; hit rate 0.08% among 96,000; inhibition, % at 20 µM, or IC50 in µM where a hit was titrated; in the data active = a potency from the dose series; inactive = the rest, 99 in 100 with inhibition below about 30%; note: strong numbers were not always called active
IL1B NFkB inh = blocks IL-1B driven NFkB nuclear translocation in HUVEC cells | HUVEC IL-1B NFkB p65 nuclear translocation imaging | inhibition, % at 2 µM | hit rate 0.43% among 94,000 | AID 796;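 active = inhibition above about 30% together with a positive call from visual inspection of the well image, limit read from the data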;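 note: nuclear over cytoplasmic p65 intensity ratio measured by imaging; 0% = IL-1B stimulated DMSO wells and 100% = unstimulated DMSO wells; values of inactives mirror those of a sister screen read the other way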
Bcl-B TR3 displacers = displacers of TR3 peptide from Bcl-B, primary screen, selectivity assay for Bfl-1 inhibitor project, biochemical, fluorescence polarization; hit rate 0.11% among 96,000; FP displacement of FITC-TR3 peptide from Bcl-B; higher % means a stronger effect; AID 748; displacement, % at 20 µM, or IC50 in µM where a hit was titrated;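 active = displacement above 50% at 20 µM plus a fluorescence interference ratio under 1.5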;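 note: plate controls were wells without compound for no effect and wells lacking Bcl-B protein for full effect; a part of the inactive calls stands beside numbers as strong as those of hits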
NFkB transloc pot = enhances IL-1B driven NFkB nuclear translocation. HUVEC IL-1B NFkB p65 nuclear translocation imaging. activation, % at 2 µM. hit rate 0.3% among 94,000. AID 819;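 active = activation above 40%, about the mean plus 3 SD, also judged a hit on visual image review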;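 note: percent activation is computed from the nuclear over cytoplasmic p65 intensity ratio; values of inactives mirror those of a sister screen read the other way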
MRP resist rev = compounds reversing MRP-mediated drug resistance. differential viability (reversal), % at 10 µM. H69AR cells + 2 uM doxorubicin, CellTiter-Glo, 72 h. hit rate 0.04% among 85,000;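 active = viability drop by adding the cancer drug above about 55%, with treated viability meeting a 40% cutoff, limit read from the data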;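 note: viability without doxorubicin minus viability with 2 µM doxorubicin for each compound; larger differential means the compound sensitizes cells more to doxorubicin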
MRP resist rev cytotoxicity = further read-out of MRP resist rev, marked with its call; viability, %; H69AR cells, CellTiter-Glo, 72 h; measured here: cytotoxicity without doxorubicin
MRP resist rev with doxorubicin = also measured in MRP resist rev; calls as there; viability, %; measured here: viability with 2 uM doxorubicin; hits give low values
IL1B NFkB inh cell count 2 µM = also measured in IL1B NFkB inh; calls as there; cell count; measured here: cells passing quality filter;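 raw number of nuclei counted in each imaged well without normalization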
NFkB transloc pot cell count 2 µM = further read-out of NFkB transloc pot, marked with its call; cell count; measured here: cells passing quality filter
* marks the source's active call; other numbers are inactive results; . = no result given.

SMILES	PLAP inhibition	IL1B NFkB inh	IL1B NFkB inh cell count 2 µM	Bcl-B TR3 displacers	NFkB transloc pot	NFkB transloc pot cell count 2 µM	MRP resist rev	MRP resist rev cytotoxicity	MRP resist rev with doxorubicin
COc1cc(OC)c(C(=O)Nc2cccc(C(C)=O)c2)cc1OC	10%	-4	183	-12%	4	183	-10	69	80
Cc1ccc(C2C=C(c3ccccc3OC(F)F)Nc3ncnn32)cc1 (configuration not stated)	-35%	.	.	3%	.	.	0	76	76
Cc1cc(Nc2ccccc2)n(CCC#N)n1	3%	-1	131	-8%	1	131	6	87	81
COc1cc(C(=O)N(Cc2cccnc2)Cc2cc3cc4c(cc3[nH]c2=O)OCCO4)cc(OC)c1OC	-39%	-1	143	-3%	1	143	5	87	82
CC(=O)c1cccc(NS(=O)(=O)N(C)C)c1	0%	5	159	0%	-5	159	-4	93	97
Cc1nnc(SCC(=O)N2c3ccccc3Sc3ccccc32)n1N	10%	17	151	-12%	-17	151	-8	92	100
O=C(CCn1nc(-c2ccc(Cl)cc2)ccc1=O)NCc1ccccn1	-2%	8	122	-2%	-8	122	1	96	95
CN(C)c1ccc(NC(=O)CN2CCN(S(=O)(=O)c3cc(Cl)ccc3Cl)CC2)cc1	4%	-18	111	-1%	18	111	.	.	.
NC(=O)COC(=O)C(Cc1ccccc1)NS(=O)(=O)c1ccccc1F (configuration not stated)	-4%	.	.	-7%	.	.	-3	92	95
Cc1c(C(=O)Nc2ccc(Cl)cc2)c2ccccn2c1C(=O)c1ccccc1	7%	-8	108	-10%	8	108	.	.	.
CCn1c(=O)c2ccccc2n2c(SCC(=O)N3CCCc4ccccc43)nnc12	.	-3	109	9%	3	109	9	86	77
Cc1cc(S(=O)(=O)NCCc2ccccc2)c(C)s1	12%	1	98	6%	-1	98	.	.	.
O=C1CCc2cc(S(=O)(=O)N3CCC(C(=O)NCc4ccccn4)CC3)ccc2N1	-15%	.	.	4%	.	.	.	.	.
Cn1c(SCC(=O)NCc2ccc3c(c2)OCO3)nnc1-c1c[nH]c2ccccc12	15%	0	114	-7%	0	114	2	90	88
O=C(NCc1ccccc1Cl)c1csc2c1CCCCC2	15%	7	159	-5%	-7	159	13	97	84
Cc1ccc(C(=O)OCCN2CCN(c3ncc(C(F)(F)F)cc3Cl)CC2)cc1	-6%	-4	143	-1%	4	143	.	.	.
O=C(CN1C(=O)COc2ccc(Cl)cc21)N1CCc2ccccc21	23%	-10	90	-1%	10	90	-10	98	107
Clc1ccc(SCCn2ccnc2)cc1	26%	.	.	2%	.	.	-3	97	100
CCN(C(=O)C1CCN(S(=O)(=O)c2ccc3c(c2)oc(=O)n3C)CC1)c1cccc(C)c1	-25%	6	166	-3%	-6	166	-6	85	91
CCOC(=O)C(CC)Sc1nc2c(c(=O)[nH]c(=O)n2C)n1C/C=C(/C)Cl (configuration not stated)	-29%	0	115	-5%	0	115	16	57	42
Cn1c(SCCSc2nnc(-c3ccccc3)n2C)nnc1-c1ccccc1	6%	.	.	-3%	.	.	-10	84	94
CCOC(=O)c1[nH]c(C)c(C(=O)N2CCN(c3ccccc3)CC2)c1C	-34%	-10	136	-8%	10	136	24	104	80
Cc1ccccc1Nc1nc(N)nc(CSc2nc3ccccc3c(=O)n2C)n1	-3%	8	169	-16%	-8	169	6	94	88
Cc1cccc2cc(C#N)c(NCCCn3ccnc3)nc12	-48%	0	85	21%	0	85	-7	90	97
COc1ccc(S(=O)(=O)O/N=C2\CCCc3ccccc32)cc1	14%	12	187	-5%	-12	187	-1	90	90
CC1C/C(=N/N2C(=O)CSC2=S)CC(C)(C)C1 (configuration not stated)	-92%	-18	155	-5%	17	155	.	.	.
CSc1nc(SCC(N)=O)c2c3c(sc2n1)CN(C)CC3	-36%	-9	126	27%	9	126	14	90	77
O=C1CSC(c2cccnc2)N1c1ccc(F)cc1 (configuration not stated)	-10%	-6	51	1%	6	51	18	97	79
O=C(c1ccc(Cl)cc1)c1ccc(CN2C(=O)c3ccccc3C2=O)o1	7%	-13	134	-9%	13	134	4	91	87
CCOCCCNc1ncnc2c1[nH]c1ccccc12	-8%	-5	155	2%	5	155	-21	60	80
CCC(=O)NCCNc1nc2cc(C)c(C)cc2cc1C#N	11%	-1	175	-8%	1	175	5	93	88
CCn1c(-c2cccnc2)n[nH]c1=S	25%	-3	143	-12%	3	143	.	.	.
CCOc1c2ccc(C(=O)NCc3cc(C(F)(F)F)cc(C(F)(F)F)c3)cc2nn1CCOC	-2%	7	122	4%	-7	122	.	.	.
O=C(CCc1nc2ccccc2[nH]c1=O)OCc1ccc(S(=O)(=O)N2CCOCC2)cc1	-13%	-10	202	0%	10	202	.	.	.
O=C(Nc1ccccc1)OC1C2CCC1C(N1CCCCC1)CC2 (configuration not stated)	-34%	-20	174	0%	20	174	18	92	74
COc1cc(C)c(Cl)cc1S(=O)(=O)NCc1ccco1	5%	3	134	0%	-3	134	7	92	85
CC1CN(C(=O)Nc2ccc3snnc3c2)c2ccccc21 (configuration not stated)	5%	.	.	-4%	.	.	10	88	78
COc1ccccc1CNS(=O)(=O)c1ccc2c(c1)oc(=O)n2C	12%	4	172	8%	-4	172	6	88	82
CCCc1cc(C(=O)Nc2cccnc2Cl)no1	-18%	-6	189	3%	6	189	9	99	90
CCCNC(=O)NC(=O)COC(=O)c1ccc(OC)c(S(=O)(=O)N2CCCc3ccccc32)c1	-40%	-15	199	-19%	15	199	8	97	89

Some values from above.
Result of Cc1cccc2cc(C#N)c(NCCCn3ccnc3)nc12 under MRP resist rev cytotoxicity: 90
Result of CCOCCCNc1ncnc2c1[nH]c1ccccc12 under MRP resist rev: -21
Result of CC1CN(C(=O)Nc2ccc3snnc3c2)c2ccccc21 (configuration not stated) under MRP resist rev: 10
Result of CCOC(=O)c1[nH]c(C)c(C(=O)N2CCN(c3ccccc3)CC2)c1C under IL1B NFkB inh cell count 2 µM: 136
Result of CCn1c(-c2cccnc2)n[nH]c1=S under PLAP inhibition: 25%
Result of O=C1CSC(c2cccnc2)N1c1ccc(F)cc1 (configuration not stated) under IL1B NFkB inh cell count 2 µM: 51

Continued:
SMILES	PLAP inhibition	IL1B NFkB inh	IL1B NFkB inh cell count 2 µM	Bcl-B TR3 displacers	NFkB transloc pot	NFkB transloc pot cell count 2 µM	MRP resist rev	MRP resist rev cytotoxicity	MRP resist rev with doxorubicin
CCC(C)(C)NC(=O)C(c1ccc(C)o1)N(Cc1cccs1)C(=O)Cn1nnc2ccccc21 (configuration not stated)	-14%	-24	143	-11%	24	143	8	49	41
S=C(NCc1cccnc1)Nc1ccc(Cl)c(Cl)c1	3%	-4	163	-3%	5	163	.	.	.
CCCSc1nnc2n(-c3ccccc3OC)c(=O)c3c4c(sc3n12)CCC4	-36%	1	129	1%	-1	129	-16	42	58
CC(C)C(NCc1c(Cl)cccc1Cl)C(=O)O (configuration not stated)	-2%	8	108	3%	-8	108	.	.	.
CCN(CC)S(=O)(=O)c1ccc2c(c1)c(=O)c(C(=O)NCCN(C)CCc1ccccc1)cn2C	-57%	.	.	-4%	.	.	16	80	64
CCCCn1c(Oc2ccc(C(=O)OC)cc2)nc2c1c(=O)n(C)c(=O)n2C	-6%	.	.	0%	.	.	12	67	55
Cc1sc(=NC(=O)c2ccco2)n(C)c1-c1ccc(Cl)cc1	12%	2	127	-15%	-2	127	.	.	.
Cc1ccc(OCC(=O)N2CCCc3ccccc32)cc1	.	-5	166	.	5	166	-11	98	109
Cc1c(C(=O)Nc2cccc3cccnc23)oc2ccccc12	-5%	10	97	11%	-10	97	.	.	.
Cc1cc(OCCCC(=O)NC2=NCCS2)ccc1Cl	13%	21	136	1%	-21	136	.	.	.
COc1cccc2c(=O)n(CC(=O)Nc3ccccc3)ccc12	2%	11	178	0%	-11	178	9	100	90
COC(=O)CSc1nsc(SCC(=O)OC)c1C#N	13%	0	174	-1%	0	174	5	111	105
COc1cc([N+](=O)[O-])ccc1NC(=O)CCCOc1cccc(C)c1C	0%	-9	90	0%	9	90	.	.	.
O=C(CCCCCn1c(=S)[nH]c2cc3c(cc2c1=O)OCO3)N1CCN(C(=O)c2ccco2)CC1	-14%	4	105	-29%	-4	105	12	94	82
CCOC(=O)C1=C(C)N(C)C(C)=C(C(=O)OCC)C1c1ccccn1	-54%	12	112	8%	-13	112	17	101	83
CCC(=O)N1CCN(c2ccc(Cl)cc2NC(=O)c2ccc(Br)o2)CC1	.	20	92	.	-20	92	3	102	99
COc1ccccc1N1CCN(C(=O)c2ccc3nc(-c4ccco4)c(-c4ccco4)nc3c2)CC1	.	0	169	.	0	169	22	94	72
CCOC(=O)c1cccc(NC(=O)CCn2nnc3ccccc32)c1	21%	-8	167	-2%	9	167	-8	101	109
N/C(=N\OC(=O)c1ccc(Cl)cc1Cl)c1ccc(Cl)cc1	-5%	-25	143	6%	10	158	.	.	.
Cc1cc(C)n(-c2cc(N3CCN(S(=O)(=O)c4ccc5ccccc5c4)CC3)ccc2[N+](=O)[O-])n1	-26%	-7	148	-1%	7	148	.	.	.

A second format for part of the listing above:
smiles | PLAP inhibition | IL1B NFkB inh | IL1B NFkB inh cell count 2 µM | Bcl-B TR3 displacers | NFkB transloc pot | NFkB transloc pot cell count 2 µM | MRP resist rev | MRP resist rev cytotoxicity | MRP resist rev with doxorubicin
Cc1c(C(=O)Nc2cccc3cccnc23)oc2ccccc12 | -5% | 10 | 97 | 11% | -10 | 97 | . | . | .
Cc1cc(OCCCC(=O)NC2=NCCS2)ccc1Cl | 13% | 21 | 136 | 1% | -21 | 136 | . | . | .

(next part)
SMILES	PLAP inhibition	IL1B NFkB inh	IL1B NFkB inh cell count 2 µM	Bcl-B TR3 displacers	NFkB transloc pot	NFkB transloc pot cell count 2 µM	MRP resist rev	MRP resist rev cytotoxicity	MRP resist rev with doxorubicin
Cc1nn2c(NCC(C)C)c3c(nc2c1-c1ccccc1)CCC3	-7%	4	179	-5%	-4	179	-21	34	55
COCc1nnc(NC(=O)CCCCCN2C(=O)c3ccccc3C2=O)s1	1%	1	134	1%	-1	134	-5	92	97
O=C(O)C1C2CCC(O2)C1C(=O)Nc1cccc(F)c1 (configuration not stated)	-2%	5	178	-1%	-5	178	.	.	.
O=C(NC1CCCC1)C1C2C=CC(C2)C1C(=O)N1CCOCC1 (configuration not stated)	-17%	-1	28	2%	1	28	-11	92	102
CC1=C(C(=O)Nc2ccccc2)C(c2ccc(O)cc2)N2C(=O)CSC2=N1 (configuration not stated)	9%	1	130	-28%	-1	130	.	.	.
COC(=O)c1c(CCl)noc1C(=O)NC(C)C	-2%	-1	121	0%	1	121	.	.	.
COc1ccc(NC(=O)CN2CCN(CC(=O)Nc3ccccc3Cl)CC2)c(OC)c1	-20%	-10	57	-1%	10	57	5	72	68
CCc1nnc(NC(=O)CSc2nnc(-c3ccccc3O)n2-c2ccc(C)cc2)s1	1%	10	72	11%	-10	72	.	.	.
Cc1ccc(N(C(C)C(=O)O)S(=O)(=O)c2c(C)n[nH]c2C)cc1 (configuration not stated)	7%	-1	182	1%	1	182	7	96	89
CN(CCc1ccccn1)C(=O)CN(C)S(=O)(=O)c1ccc2c(c1)c(=O)n(C)c(=O)n2C	4%	-41	116	-11%	41*	116*	.	.	.
CC(C)[C@H](NC(=O)OC(C)(C)C)c1nnc(SCc2cccc(F)c2)o1	-3%	-4	152	0%	4	152	25	103	78
O=C(CCn1cccc1)NCc1ccc2c(c1)OCO2	7%	-10	97	0%	10	97	13	60	47
CCOc1ccc(OCC(=O)Nc2ccc(S(=O)(=O)Nc3cc(C)nc(C)n3)cc2)cc1	-43%	.	.	2%	.	.	-19	92	111
COc1cc2nc(NCCCN3CCN(C)CC3)n3nc(-c4ccccc4)nc3c2cc1OC	-63%	-14	174	18%	13	73	-22	28	51
Cc1cccc(N(CC(=O)NCc2ccco2)C(=O)CCC(=O)Nc2ccccn2)c1	-10%	.	.	-2%	.	.	7	88	81
CCN(CC)C(=O)CSc1ccccc1N	-5%	-3	137	-2%	3	137	-26	71	97
Cc1noc(C)c1C(=O)NCCc1ccc(Cl)cc1	9%	-12	156	1%	12	156	-4	87	91
COc1ccc(CCn2c(-c3ccco3)nc3nc4ccccc4nc32)cc1OC	-67%	.	.	-8%	.	.	18	55	38
O=C(NNS(=O)(=O)c1ccc(Cl)cc1)C1CCN(Cc2ccccc2)CC1	-15%	5	145	-1%	-5	145	.	.	.

High-throughput results deposited in PubChem by several laboratories.

An excerpt; rates above refer to the full screens.
